# Screening data from PubChem BioAssay.
# BL2 CD40 inh: CD40 pathway inhibition in BL2 cells | BL2 NF-kB luciferase reporter, CD40L-induced, 4 h | inhibition, % at 10 µM | 83,000 compounds, 0.94% hits;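 active = mean inhibition of at least 50% with a set share of replicates also reaching that level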;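 note: 0% = neutral control wells and 100% = IKK inhibitor VII at 50 µM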
# Starred values were filed as active, the others as inactive; & = joins results of further samples; [ ] = another dose, or the depositor's remark.
SMILES,BL2 CD40 inh
Nc1ccc(Br)cc1,-4
COc1ccc(CN2CCCC(C(=O)c3sccc3C)C2)cc1O (stereo not given),1
CCN(CC)P(c1n(C)cc[n+]1C)N(CC)CC,10
C=C(C)C1(CCCC)C(=O)NC(=S)NC1=O,4
CN1[C@H](CO)[C@H]2c3ccccc3NC[C@H]21,-9[25 µM]
O=C(CNS(=O)(=O)c1cccs1)N1CCC2(CC1)OCCO2,-31
CS(=O)(=O)N1C[C@@H]2C(c3ccccc3)[C@H](C1)N2CC1CC1 (stereo not given in full),-6&5
CN(C)C(=O)Oc1cccc2c(OC(=O)N(C)C)cccc12,5
CC/C(=C\C=C\[C@@H]1C=C[C@@H]2CCC[C@H]2[C@@H]1C(=O)c1ccc[nH]1)[C@@H]1O[C@@H]([C@@H](C)C(=O)O)CC[C@@H]1C,17
COc1cc2c(cc1OC)CC[N+](C)=C2,5
CC1=C[C@H]2[C@]3(O)[C@H](C)[C@@H](O)[C@@]4(O)[C@H]([C@@H]3C=C(CO)C[C@]2(O)C1=O)C4(C)C,-1[25 µM]
CC(C)NC(=O)N1C[C@@H]2N[C@H](C1)C2c1ccc(Br)cc1 (stereo not given in full),8&6
OC(c1ccccc1)(c1ccccc1)C1CCNCC1,29
CCS(=O)(=O)N1CCC(C(=O)N2CCC3(CC2)OCCO3)CC1,-4
O=C(O)c1cccc2nc3ccccc3nc12,7

# Laid out differently: results already given.
COc1ccc(CN2CCCC(C(=O)c3sccc3C)C2)cc1O (stereo not given)
  BL2 CD40 inh: 1
CCN(CC)P(c1n(C)cc[n+]1C)N(CC)CC
  BL2 CD40 inh: 10
C=C(C)C1(CCCC)C(=O)NC(=S)NC1=O
  BL2 CD40 inh: 4
CN1[C@H](CO)[C@H]2c3ccccc3NC[C@H]21
  BL2 CD40 inh: -9[25 µM]

# Rewritten bar-delimited: part of the list above.
compound | BL2 CD40 inh
Nc1ccc(Br)cc1 | -4
COc1cc2c(cc1OC)CC[N+](C)=C2 | 5

# Only part of the results is shown. The share of hits here may be higher or lower than overall.
